Scp1 inh – inhibitors of human Scp-1 phosphatase. Recombinant Scp1, phosphopeptide, malachite green phosphate absorbance. inhibition, % at 20 µM. AID 493091. Q9GZU7. actives 0.88% (n = 340,000);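 active means inhibition above about 50% at 20 µM, limit read from the data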;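 further: plate controls were DMSO wells with enzyme for no effect and wells lacking enzyme for full effect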
Target sequence (Q9GZU7 76-261 limits assumed): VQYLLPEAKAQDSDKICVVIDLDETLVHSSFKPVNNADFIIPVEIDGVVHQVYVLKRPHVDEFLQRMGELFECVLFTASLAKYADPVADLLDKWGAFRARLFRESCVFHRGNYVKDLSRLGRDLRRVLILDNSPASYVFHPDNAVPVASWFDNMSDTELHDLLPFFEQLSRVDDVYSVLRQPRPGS
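Material – SCP-1 phosphatase catalytic domain, residues 76-261 · Buffer or medium – Acidic Tris acetate buffer with magnesium and detergent · Also added – Phospho 17-mer peptide substrate · Compound – single 20 µM dose, 1% DMSO · Times – 45 min room-temperature reaction, 5 min colour, 30 min stabiliser · Technique – Phosphate-binding colour reagent, absorbance read at 630 nm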
Tb MetRS inh – Trypanosoma brucei MetRS inhibition; actives 0.4% (n = 360,000); purified T. brucei MetRS, ATP depletion, Kinase-Glo luminescence; AID 624268; inhibition, % at 11.9 µM;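 active means inhibition above a per-plate cutoff of the control wells' mean inhibition plus 3 SD, cut at about 5.5% in these data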;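 further: 0% = DMSO wells median and 100% = median of wells with control inhibitor compound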
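technique = Kinase-Glo luminescence, ATP depletion format | system = purified MetRS (methionyl-tRNA synthetase) enzyme from Trypanosoma brucei | timing = 15 min preincubation, 2 h reaction, all 25 °C | evaluation = percent inhibition versus plate control medians | dosing = single dose, 11.9 µM final nominal, 0.9% final DMSO | also added = substrates ATP, L-methionine and bulk Escherichia coli tRNA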
CSN inh – inhibitors of human CSN-mediated cullin deneddylation; actives 0.38% (n = 360,000); inhibition, % at 12.5 µM; Q92905; Purified CSN, SCF-Nedd8-OG deneddylation, fluorescence polarization; AID 651999;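 active means pattern-corrected inhibition above about 35%, with an unprinted fluorescence ratio check between 0.5 and 1.5, limit read from the data, passing the limit was not always enough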;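 further: 0% = enzyme with substrate and 100% = substrate without enzyme; some results filed as inactive read as strong as hits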
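assay system = purified human Csn5 enzyme expressed in HEK293T cells | amount = 0.24 nM enzyme | buffer or medium = Tris/NaCl/DTT buffer, pH 7.5 | reagent = 10 nM SCFSkp2-Nedd8OG | compound = one concentration, 12.5 µM, 0.25% DMSO | times = 90 min reaction at room temperature | signal = FP | read-out basis = % inhibition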
DNMT1 inh – inhibitors of human DNMT1. inhibition (reported as % activation of signal), % at 10 µM. DNMT1 molecular beacon, Hinp1I cleavage, fluorescence. AID 588458. P26358. actives 0.83% (n = 360,000); in the data active means inhibition above about 50%
MLLE-PAM2 inh – blocks PAM2 peptide binding to the PABP1 MLLE domain; P11940; actives 0.36% (n = 360,000); inhibition, % at 20 µM; AID 588489; GST-MLLE / FITC-PAM2 fluorescence polarization; in the data active means inhibition above about 35%, passing the limit was not always enough;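 further: plate controls were DMSO wells with GST-MLLE for no effect and wells lacking GST-MLLE protein for full effect; some results filed as inactive read as strong as hits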
Target sequence (P11940 whole entry, looked up, the tested form may be a part): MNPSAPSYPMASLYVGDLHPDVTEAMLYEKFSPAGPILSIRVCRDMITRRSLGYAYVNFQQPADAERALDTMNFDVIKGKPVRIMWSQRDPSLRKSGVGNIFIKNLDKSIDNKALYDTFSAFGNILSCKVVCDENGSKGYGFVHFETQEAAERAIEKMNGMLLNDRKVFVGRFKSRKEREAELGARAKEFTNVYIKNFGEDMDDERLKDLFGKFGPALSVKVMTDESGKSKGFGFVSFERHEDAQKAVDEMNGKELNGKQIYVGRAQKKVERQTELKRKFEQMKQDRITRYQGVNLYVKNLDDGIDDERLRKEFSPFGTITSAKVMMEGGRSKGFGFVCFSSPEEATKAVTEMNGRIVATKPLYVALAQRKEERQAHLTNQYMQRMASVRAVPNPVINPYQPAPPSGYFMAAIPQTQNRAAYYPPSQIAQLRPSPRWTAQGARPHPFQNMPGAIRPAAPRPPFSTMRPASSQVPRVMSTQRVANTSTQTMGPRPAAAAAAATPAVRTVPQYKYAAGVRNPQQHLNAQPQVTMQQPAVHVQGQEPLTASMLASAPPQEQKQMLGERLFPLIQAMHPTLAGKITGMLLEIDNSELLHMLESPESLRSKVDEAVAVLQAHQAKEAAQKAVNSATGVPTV
SUMO1 PPI mod – SUMO1-SIM interaction modulation. P63165. SUMO1 binding to a labelled peptide, TR-FRET, 1 h. inhibition, % at 20 µM. actives 0.33% (n = 360,000). AID 602429; in the data active means inhibition above about 37%
Target sequence (P63165 whole entry, looked up): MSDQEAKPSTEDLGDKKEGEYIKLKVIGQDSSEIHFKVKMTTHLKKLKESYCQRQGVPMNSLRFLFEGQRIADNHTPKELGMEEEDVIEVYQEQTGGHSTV
LMPTP inh – blocks human LMPTP phosphatase. inhibition, % at 20 µM. P24666. actives 0.22% (n = 360,000). recombinant LMPTP-A, OMFP fluorogenic substrate, fluorescence intensity;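 active means compounds that cut the enzyme signal by at least half of the control window in the single-dose screen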;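 further: plate controls were DMSO wells with enzyme plus substrate for no effect and substrate without enzyme for full effect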
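Test system: LMPTP-A phosphatase enzyme. Amount: LMPTP-A at 0.625 nM final in the reaction. Reagent: OMFP substrate, 400 µM final. Times: 50 min at room temperature. Signal: endpoint fluorescence intensity from OMFP dephosphorylation. Read-out basis: % inhibition. Benchmarks: no-enzyme and uninhibited controls.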
NadD inh – inhibitors of Staphylococcus aureus NadD | purified NadD enzyme, colorimetric absorbance read-out | inhibition, % at 20 µM | actives 0.78% (n = 360,000) | AID 602399; in the data active means inhibition above about 26%; further: some compounds past the cut are filed as inactive
STEP inh – blocks human striatal-enriched tyrosine phosphatase; recombinant STEP, OMFP fluorogenic substrate, fluorescence; inhibition, % at 20 µM; actives 0.25% (n = 360,000); P54829;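 active means inhibition at 20 µM, scaled per plate between control wells, above about 37%, limit read from the data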;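 further: 0% = DMSO with enzyme and substrate and 100% = substrate only without enzyme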
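Assay system: isolated STEP enzyme. Buffer or medium: pH 6.0 Bis-Tris with DTT and Tween 20. Also added: fluorogenic phosphatase substrate OMFP at 25 µM final. Dosing: 20 µM, 1% DMSO. Timing: 20 min reaction, room temperature, in the dark. Measured by: fluorescence intensity, excitation 480 nm, emission 540 nm. Evaluation: normalized % inhibition.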
Rpn11 inh – Rpn11 (human) deubiquitinase inhibition; actives 0.59% (n = 360,000); human 26S proteasome, Ub4-pepOG fluorescence polarization; 20S core pre-blocked with epoxomicin; AID 588493; calls only at 20 µM;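 active means inhibition at 20 µM, scaled to each plate's controls, above about 33%, limit read from the data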
* = called active by the depositor; i = inactive; nt = no result given; & = joins results of further samples.

SMILES,Scp1 inh,Tb MetRS inh,CSN inh,DNMT1 inh,MLLE-PAM2 inh,SUMO1 PPI mod,LMPTP inh,NadD inh,STEP inh,Rpn11 inh
C=CCc1ccc(OCCCCN2CC(C)OC(C)C2)c(OC)c1 (stereo not drawn),-5.0,0.0,3.9,-3.2,-2.8,1.6,-1.8,-3.2,0.4,i
Cc1ccc(NC(=O)C2CC(O)CN2C(=O)OCc2ccccc2)c(C)c1 (stereo not drawn),-1.4,-0.5,4.2,1.4,-2.2,-0.3,-0.3,-0.1,0.9,i
Cc1ccc(-c2nnc(N3CCCCC3)c3ccccc23)cc1,-7.9,-0.5,3.8,0.3,0.1,-4.2,1.2,-2.8,1.0,i
CC(C)OC(=O)CSc1nnc(-c2ccc(Cl)cc2)n1N,-2.5,-0.2,-4.3,0.7,-12.9,-2.3,-1.2,0.3,0.3,i
COc1ccc(C(C)C)cc1S(=O)(=O)NCCCn1ccnc1,0.1,-0.9,3.7,-0.4,-7.8,-16.3,-3.7,-4.9,-2.8,i
O=C(COc1ccc(-c2nnco2)cc1)Nc1ccc(C(F)(F)F)cc1,-9.0,-0.2,-2.1,5.8,2.8,3.7,-0.7,-4.3,2.5,i
CCc1noc(C)c1C(=O)N(CC)CC(=O)Nc1ccccc1C(F)(F)F,-3.4,-0.2,1.5,2.3,-10.9,-9.2,-1.4,1.2,0.3,i
CCCCn1c(CNC(=O)CCC)nc2ccccc21,-1.2,0.0,-1.1,0.2,16.4,0.9,0.0,-4.0,-2.2,i
O=C(O)CSCCC(=O)Nc1ccc(F)cc1,-0.3,1.4,4.2,1.3,2.7,-0.8,1.0,-0.2,-2.1,i
CC1CCN(C(=O)COC(=O)c2ccc3c(c2)C(=O)N(Cc2ccco2)C3=O)CC1,-4.9,-0.1,-1.5,1.9,-1.1,-37.3,-0.3,0.8,-0.9,i
COc1ccc(Cc2noc(CN(C)CCc3ccccc3)n2)cc1OC,-2.5,0.0,-5.3,1.8,-2.8,-2.0,-1.4,-10.5,2.6,i
COC(=O)CC1SC(=O)NC1=Nc1ccc(C)cc1 (stereo not drawn),-5.2,-0.2,5.1,0.5,11.7,-2.1,-0.2,1.8,1.8,i
Cc1cccc(C(=O)N2CCC(C)(C(=O)NS(=O)(=O)C3CC3)C2)c1C (stereo not drawn),nt,0.3,-0.1,-3.0,7.6,2.2,-1.2,4.0,-3.7,i
CCOC(=O)Nc1nc(-c2ccccc2)c(C(=O)c2ccc(Cl)cc2)s1,-6.9,-0.5,2.6,1.0,1.5,-10.1,2.2,-3.1,3.1,i
CSc1oc(-c2ccco2)nc1S(=O)(=O)c1ccc(C)cc1,-8.1,0.1,11.7,-5.4,-133.8,-4.6,-1.2,-4.6,2.7,i
Cc1onc(-c2ccccc2)c1C(=O)NCc1cccs1,-6.7,0.1,-0.6,-1.7,2.6,-1.4,-2.0,-1.4,2.7,i
COc1ccc2cc(C#N)c(SCC(=O)Nc3nonc3C)nc2c1,10.2,0.6,4.1,4.0,-17.6,-26.8,10.5,1.5,5.8,i
O=C(NC1CCCC1)C(=O)N(Cc1cccnc1)C(C(=O)NCc1ccco1)c1ccccc1F (stereo not drawn),5.5,0.5,1.0,-4.8,-5.7,2.5,0.7,-10.2,-1.9,i
COc1ccc(-c2csc3ncn(-c4ccccc4)c(=O)c23)cc1OC,0.6,-0.7,-2.6,0.3,7.3,1.3,-1.2,1.1,-10.0,i
CCCN1/C(=C2/SC(=S)N(CC)C2=O)C=Cc2ccccc21,-7.2,-1.3,2.9,-6.5,-6.1,-28.2,5.0,5.1,10.6,i
O=S1(=O)c2ccccc2Nc2ccccc21,-7.5,-0.8,-0.9,-3.1,16.9,0.8,0.5,-0.2,-1.4,i
O=P(O)(CCc1ccccc1)C(O)c1ccccc1 (stereo not drawn),-9.3,-1.7,-2.2,3.7,-4.4,1.2,-0.1,-2.8,-0.3,i
CCn1c(SCCN2CCCCC2)nc2c1c(=O)n(C)c(=O)n2C,-2.0,-0.5,-1.6,9.7,29.9,0.2,-1.8,1.5,2.8,i
NC(=O)c1sc2nccc(Nc3ccccc3)c2c1N,-4.9,-1.1,4.1,-12.3,-2.9,-3.1,-1.0,5.6,-3.4,i
Cc1ccc(S(=O)(=O)c2nc(S(=O)(=O)CCO)sc2N2CCOCC2)cc1,-6.2,-0.8,-2.0,0.5,6.0,-2.3,-3.6,-5.3,0.9,i
COc1cccc(CNC(=O)CCS(=O)(=O)c2cc3c(cc2C)NC(=O)CO3)c1,-0.3,-0.4,-5.6,0.8,-15.9,-1.8,-1.3,0.1,-1.4,i
O=C(Nc1ccc(S(=O)(=O)N2CCCCC2)cc1)C1CC1,3.7,-0.6,-3.0,1.8,11.0,-0.7,0.5,-2.9,0.7,i
Fc1ccc(Nc2nc(NCc3ccccc3)nc3ccsc23)cc1,nt,-0.1,-5.8,-12.8,-0.3,-1.3,23.4,16.4,0.0,i
COC(=O)c1cc2n3ccccc3c(C)c(-c3ccccc3)c-2c1C(=O)OC,-6.4,-0.5,-7.1,-4.1,47.1*,-19.2,16.8,8.5,-3.0,i
CC1=C(C#N)C(c2cccnc2)C2=C(CC(C)(C)CC2=O)N1 (stereo not drawn),-10.1,0.7,-0.3,0.3,0.9,-4.9,-0.3,5.2,2.6,i
CCS(=O)(=O)Nc1ccc(-c2ccc(NS(=O)(=O)CC)c(OC)c2)cc1OC,-1.6,-1.4,-2.3,-17.5,-0.3,-2.2,-1.1,0.6,0.2,i
C/C(=N\NC(=O)COc1ccc2ccccc2c1)c1cccs1,-2.0,-0.4,-0.1,0.6,1.8,-4.1,3.2,0.4,0.1,i
COc1cc2[nH]c(=S)nc(NCc3ccc(Cl)cc3)c2cc1OC,2.2,-0.8,2.7,-6.1,0.8,-70.0,3.0,-0.5,2.5,i
Cc1cccc(C)c1C(O)c1ncc(-c2cccc3ccccc23)[nH]1 (stereo not drawn),nt,-0.2,3.3,-2.6,10.6,-9.4,1.2,3.4,-2.4,i
Cc1ccc(CCNC(=O)c2cccc(N3CCCC3=O)c2)cc1,-3.1,-0.6,-1.5,0.4,6.1,0.8,1.1,-2.9,0.1,i
CNc1nc(SC)nc(N(C)C#N)n1,-5.7,-0.2,-1.5,-2.6,-0.8,-0.5,-1.5,-14.2,-2.6,i
CC[C@H](C)[C@@H](C(=O)N1CCNCC1)n1cc([C@@H](N)Cc2ccc(O)cc2)nn1,-2.3,-0.3,1.5,6.7,-6.2,-3.6,-3.2,-7.2,-0.5,i
COCCNC(=S)N(Cc1cccs1)Cc1cc2cccc(C)c2[nH]c1=O,-1.3,0.1,-5.2,-1.1,-128.6,-1.3,0.9,0.2,-0.5,i
Cc1cc(C)c(OCC(=O)Nc2cccc(O)c2)cc1C,-0.4,-1.1,1.6,-0.4,-1.1,-3.7,0.9,-3.8,-2.1,i
N#CN1C2CCC1CC(O)(c1ccccc1)C2 (stereo not drawn),nt,-0.3,-3.3,-6.1,15.4,-1.6,-1.4,0.9,4.6,i
CC(C)N(Cc1ccccc1)C(=O)c1ccc2nsnc2c1,0.3,-0.3,-3.7,-0.9,15.7,-18.8,-0.5,-8.1,0.9,i
O=C(NNC(=O)c1ccc2ccccc2c1O)c1ccccc1Cl,-18.9,-0.5,-6.9,-0.9,16.4,-2.2,0.3,-2.1,0.8,i
CCCn1c(NCc2ccc(N(C)C)cc2)nc2ccccc21,-12.2,-0.5,4.0,1.4,-2.0,3.1,2.8,-0.8,-2.6,i
CC[C@H](C)C(=O)O[C@H]1C[C@@H](C)C=C2C=C[C@H](C)[C@H](CC[C@@H]3C[C@@H](O)CC(=O)O3)[C@H]21,-6.3&-12.2,-1.6&-0.2,-3.6&-1.2,-37.7&-3.0,-1.4&-9.8,0.0&9.1,-0.7&1.3,-4.9&3.3,0.2&0.9,i
Nc1cc(N)nc(SCC(=O)N2CCN(C(=O)c3ccco3)CC2)n1,-1.3,0.1,-0.7,0.3,25.3,-0.3,1.9,2.7,-0.9,i
Cc1cc(=O)[nH]c(N/N=C/C2=C(N3CCOCC3)C(=C\c3ccc(Cl)cc3)/CC2)n1,0.3,-0.2,4.2,5.7,-20.6,3.9,0.3,13.8,2.2,i
O=C(CCC1CCN(C(=O)c2ccco2)CC1)NCc1ccc(F)cc1,-4.8,0.1,-0.1,0.5,-11.1,3.1,1.1,-5.4,0.1,i
O=C(OC(c1ccccc1)c1nccc2ccccc12)c1cccc([N+](=O)[O-])c1 (stereo not drawn),3.5,-0.6,-3.8,2.0,1.7,-13.6,2.6,-0.3,-1.1,i
COc1ccc(NC(=O)COC(=O)CN2C(=O)C3CC=CCC3C2=O)c([N+](=O)[O-])c1 (stereo not drawn),-2.7,-0.5,-3.3,-2.1,-20.5,-32.4,0.7,-0.6,-1.0,i
C=CCN=Cc1c(C)[nH]n(-c2ccccc2)c1=O,-4.6,-0.4,0.7,-0.5,1.7,3.8,-1.3,1.8,1.2,i
COc1cc(NC(=O)c2ccc3c(c2)OCO3)c2ncccc2c1,-2.2,-0.2,1.2,5.7,-0.8,1.3,1.0,1.0,15.0,i
O=C(Nc1cc([N+](=O)[O-])ccc1C(=O)Nc1cccnc1)c1ccccc1,-2.4,-0.2,-2.1,34.9,1.2,-18.5,0.1,3.8,1.1,i
COc1cc(OC)cc(-c2c(C#Cc3ccsc3)c3cc(-c4cc(OC)c(OC)c(OC)c4)ccc3n2C)c1,-3.0,0.1,0.0,-5.2,-14.4,-7.1,3.3,18.7,0.4,i
CCC(C)NC(=O)CN(c1ccc(OC)cc1)S(=O)(=O)c1ccc(NC(C)=O)cc1 (stereo not drawn),-1.1,-0.3,4.0,-6.0,6.1,0.3,-0.6,-3.9,0.8,i

Source: PubChem BioAssay
